Source: PubChem
Vif-APOBEC3G blk: Vif-A3G binding inhibition; Potency, µM (titrated, usually from 46.1 µM), inactives show at the top dose activity, negative = active, usual class: inhibitors; actives 0.076% (n = 410,000); HeLa A3G-eYFP + Vif (tagged APOBEC3G with the HIV-1 protein that degrades it), YFP fluorescence, overnight; AID 602310;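 note: potency is the fitted concentration of half-maximal effect; % is set by controls: 0 for no effect and ±100 for the full control effect; nearly all actives have a fitted effect of over 60% in size; hits raise eYFP signal because A3G escapes Vif-driven loss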
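HeLa cells stably expressing Vif and C-terminally eYFP-tagged A3G, seeded overnight at 37 deg C, then exposed to compound by pintool overnight at 37 deg C. Rise in yellow fluorescence (Ex 488/Em 500-530, Acumen) marks blocked Vif-driven A3G degradation.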
D2 potentiator: D2 dopamine receptor (human) potentiation; AID 485347; potentiation, % at 10 µM; HEK293 T-REx D2, calcium flux, EC20 dopamine potentiation; actives 0.34% (n = 340,000);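 active = potentiation over 3 SD above the plate norm, cut at about 30% in these data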; note: 0% is about no effect
Target sequence (P14416 whole entry, looked up): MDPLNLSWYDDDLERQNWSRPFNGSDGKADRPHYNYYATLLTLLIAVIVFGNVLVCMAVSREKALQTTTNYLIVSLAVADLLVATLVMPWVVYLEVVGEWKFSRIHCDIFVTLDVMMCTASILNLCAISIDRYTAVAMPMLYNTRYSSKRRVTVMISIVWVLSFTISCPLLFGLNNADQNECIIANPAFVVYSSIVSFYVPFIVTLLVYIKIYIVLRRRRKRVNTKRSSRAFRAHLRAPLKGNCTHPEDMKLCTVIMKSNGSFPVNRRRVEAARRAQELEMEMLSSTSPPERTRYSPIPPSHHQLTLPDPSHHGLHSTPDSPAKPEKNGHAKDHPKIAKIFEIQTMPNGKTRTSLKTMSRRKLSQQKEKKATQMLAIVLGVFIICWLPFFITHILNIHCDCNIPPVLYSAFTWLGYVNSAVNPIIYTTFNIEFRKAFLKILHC
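Calcium flux readout, no-wash dye, 1 read/s. Inducible HEK293 Trex D2 line, overnight 30 C. Compound alone 180 s (agonist flags), then EC20 dopamine, another 180 s to score potentiation.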
Glioma ERSR ind: inducers of ER stress response in human glioma cells. U87-MG GRP78 promoter luciferase reporter, 16 h. actives 0.02% (n = 420,000). Potency, µM, without a hit: top-dose activation, actives largely listed as activators. AID 602332; note: potency is the fitted concentration of half-maximal effect; series mostly up to about 76 µM; % of control where 0% means no effect; nearly all actives have a fitted effect of over 35% in size
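Stably transfected U87-MG human glioma cells carrying a GRP78-based luminescent sensor were seeded at 1000 cells/well, pin-dosed with compounds and incubated 16 h. Luciferase reagent was then added, and end-point luminescence was read after 10 min at room temperature.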
D1 agonist: human D1 receptor agonism | HEK293 T-REx D1 cells, calcium flux, agonist mode | activation, % at 2 µM | actives 1% (n = 360,000); in the data active = activation above about 30%; note: 0% is about no effect
Target sequence (P21728 whole entry, looked up): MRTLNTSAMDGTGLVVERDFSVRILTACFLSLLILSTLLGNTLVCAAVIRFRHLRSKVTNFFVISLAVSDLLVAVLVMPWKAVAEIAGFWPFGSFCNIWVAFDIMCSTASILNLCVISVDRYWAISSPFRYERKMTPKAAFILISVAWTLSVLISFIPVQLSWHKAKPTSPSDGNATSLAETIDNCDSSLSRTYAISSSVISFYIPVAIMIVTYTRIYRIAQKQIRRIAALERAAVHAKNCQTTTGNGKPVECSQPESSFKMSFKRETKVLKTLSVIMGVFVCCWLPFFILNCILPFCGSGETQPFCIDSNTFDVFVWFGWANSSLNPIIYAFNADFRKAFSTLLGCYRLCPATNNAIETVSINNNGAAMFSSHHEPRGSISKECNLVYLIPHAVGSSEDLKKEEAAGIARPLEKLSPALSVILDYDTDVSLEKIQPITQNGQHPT
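Agonism was scored from calcium flux recorded over 180 s (1 read/s) after pintool compound addition, following a 10-cycle baseline. Cells were inducible force-coupled HEK293 TREx D1, plated overnight at 30 C and loaded with no-wash calcium dye.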
RXFP1 ag: activates the human relaxin receptor RXFP1 | HEK293T-RXFP1 cAMP TR-FRET, 30 min; response scale: percent of porcine relaxin response, buffer zero | Q9HBX9 | actives 0.3% (n = 370,000) | Potency, µM (highest dose often 57.5 µM), without a hit: at the highest dose activation, actives largely listed as activators; note: potency is the fitted concentration of half-maximal effect; % is set by controls: 0 for no effect and ±100 for the full control effect; nearly all actives have a fitted effect of over 60% in size; many of its hits are not listed in these tables
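HEK293 cells stably expressing RXFP1, treated 30 min at 37C with compounds plus PDE4 inhibitor Ro 20174; cAMP measured by HTRF TR-FRET. Normalized to buffer and 29 nM porcine relaxin; EC50 by Hill fit.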
Vif-A3F inh: Vif-A3F binding inhibition; Potency, µM (series often up to 46.1 µM), for inactives: at the top dose activity, negative = active; actives 0.2% (n = 390,000); HeLa A3F-eYFP + Vif (tagged APOBEC3F with the HIV-1 protein that degrades it), YFP fluorescence increase; AID 602313; note: potency is the fitted concentration of half-maximal effect; % of control where 0% means no effect; nearly all actives have a fitted effect of over 65% in size
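Fluorescence increase (Ex 488/Em 500-530) after overnight compound treatment at 37 deg C flags inhibition of Vif-driven A3F-eYFP loss in stable HeLa A3F-eYFP/Vif cells seeded overnight beforehand.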
D1 potentiator: enhances dopamine response at the human D1 receptor; P21728; potentiation, % at 10 µM; actives 0.036% (n = 360,000); HEK293 TREx D1 cells, calcium flux, dopamine EC20 potentiation; in the data active = potentiation above about 30%; note: 0% is about no effect
LDHA block: LDHA (human) enzyme inhibition; P00338; purified LDHA, NADH/diaphorase-resazurin fluorescence; stronger effect = lower value; activity change, % (values are at about 110 or 230 µM); actives 0.15% (n = 480,000); AID 1347041; in the data active = activity change below about -30%; inconclusive = mostly about -25% to -30%;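 note: plate controls were DMSO wells for no effect and wells without enzyme for full effect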
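Human LDH5 at 2 nM final in Tris HCl pH 7.4 with 0.06 mM NADH and 0.2 mM pyruvate, reacted 5 minutes at room temperature. Remaining NADH coupled via diaphorase/resazurin; resorufin fluorescence read at 0 and 20 minutes, normalized to enzyme-free and DMSO wells.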
D1 antag: human D1 dopamine receptor antagonism; P21728; HEK293 TREx D1 cells, calcium flux, dopamine EC80; stronger effect = lower value; activity change, negative = inhibition, % at 10 µM; actives 3.2% (n = 360,000); AID 504652; in the data active = activity change below about -30%; note: % is set by controls: 0 for no effect and ±100 for the full control effect
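Tetracycline-induced HEK293 Trex D1 cells, force-coupled to calcium, dye-loaded; compounds added and read 180 s, then EC80 dopamine added and calcium flux tracked kinetically another 180 s.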
Numbers without * were called inactive; ? = inconclusive; . = not tested or not shown; & = joins results of further samples. Unless noted, calls come from the whole dose curve; as a rule, active = well fitted curve in the direction sought with a large enough effect; inconclusive = small, poorly fitted or top-dose-only effect, or another doubt; inactive = no such curve, though single readings can be large; an effect the other way counts as inactive or inconclusive. The list is partial; the hit share may differ from the screen's.

SMILES	Vif-APOBEC3G blk	D2 potentiator	Glioma ERSR ind	D1 agonist	RXFP1 ag	Vif-A3F inh	D1 potentiator	LDHA block	D1 antag
CCOC(=O)c1c(N2C(=O)Nc3ccccc3N2O)sc2c1CCCC2	-0.1%	5.2	2.5%	-1.4	3.9%	-1.6%	2.8	-6.6	0.2
O=C(NC(Cc1ccccc1)C(=O)O)c1ccco1 (configuration not stated)	0.2%	1.4	-2.5%	2.5	-1.1%	2.5%	0.1	2.6	-9.8
Cc1ccc2c(c1)NC(=O)C(CC(=O)NCCN(C)C)O2 (configuration not stated)	0.3%	-2.4	-2.3%	4.7	1.3%	-3.8%	.	-2.2	1.8
Cn1cc(-c2nnnn2-c2ccc(Cl)cc2)c(C(F)(F)F)n1	-3.8%	-4.6	-1.8%	11.3	-0.2%	-3.0%	-2.2	-4.9	-7.8
Cn1c(=O)c2c(SCC(=O)NCc3ccco3)nc(-c3cccc(F)c3)nc2n(C)c1=O	1.7%	-7.2	-4.8%	0.2	-1.5%	-10.0%	0.8	-5.3	6.9
Cc1onc(-c2ccccc2Cl)c1C(=O)Nc1cnn(Cc2ccccc2)c1	-3.2%	1.6	-0.1%	13.1	0.2%	-16.8%	-6.5	-4.4	-7.1
Cc1cc(S(=O)(=O)N(Cc2ccccc2Cl)c2ccc3c(c2)CCC3)ccc1-n1cnnn1	1.1%	-6.3	-3.1%	-1.4	1.5%	-7.4%	-9.1	1.6	1.1
CC(C)(C)c1ccc(C(=O)Nc2ccc(O)c3c(=O)cc(-c4cccc(Cl)c4)oc23)cc1	-6.7%	-1.5	-3.4%	1.6	-3.2%	-2.8%	-1.6	0.6	4.4
O=C(c1ccncc1)c1nccn1-c1ccccn1	0.1%	4.8	-2.8%	2.7	-1.5%	-1.8%	7.9	2.7	6.3
O=C(c1cccc(Oc2ccc([N+](=O)[O-])cc2)c1)N1CCOCC1	-0.9%	-9.4	-6.3%	11.7	3.0%	-2.5%	-0.5	-0.4	0.3
Cc1cccc(N2CCN(C(=O)c3cc(S(=O)(=O)N(C)C)ccc3N3CCCC3)CC2)c1C	-3.3%	4.6	-2.1%	-0.4	-1.8%	-2.5%	-8.7	-5.0	1.5
O=C(Cn1ncn2c(cc3sccc32)c1=O)NC1CCCC1	2.3%	-0.6	-0.5%	1.2	3.8%	-5.1%	-1.3	-10.8	-8.9
COc1cccc(-n2c(=O)c3c(C)c(C(=O)N(C)C)sc3n(CC(=O)NCCc3ccc(OC)c(OC)c3)c2=O)c1	0.3%&-1.3%	-24.9&5.7	-3.1%&-4.8%	1.6&0.3	3.1%&-0.3%	-11.9%&0.5%	-2.3&-0.2	-3.1&2.5	-17.1&-2.0
CC(C)c1ccc(OCC(=O)N2CCCCCC2)c(Br)c1	-2.1%	-7.3	4.1%	1.7	0.1%	1.1%	-2.6	2.2	-0.8
CCOC(=O)c1cc(-c2csc(Nc3ccccc3Cl)n2)on1	1.5%	5.3	2.8%	3.1	0.0%	7.8%	-5.8	2.8	2.1
O=C(O)c1ccc(Nc2ccc([N+](=O)[O-])c3nonc23)cc1	2.3%	3.2	-5.4%	3.9	-2.0%	-21.3%	-2.4	1.7	-8.1
Cc1cccc(C)c1-n1c(C)nn(CC2CC2)c1=O	-2.9%	0.9	-1.8%	2.7	0.3%	12.8%	-2.8	-2.7	15.1
O=C(O)C1C2C=CC(C2)C1C(=O)NCCc1ccccc1 (configuration not stated)	-1.5%	-12.2	0.1%	4.2	1.2%	-3.2%	-4.2	-0.6	18.2
O=C1COc2ccc(C(=O)COC(=O)c3ccccn3)cc2N1	0.1%	.	-3.4%	1.4	0.4%	5.4%	-4.0	1.8	-16.3
Cc1cc(C)c(S(=O)(=O)NCc2csc(C)n2)c(C)c1	0.6%	-1.5	-0.6%	0.6	-2.7%	0.4%	-0.7	-6.4	-2.7
Cc1ccccc1NC(=O)Cn1cc(C(=O)c2ccco2)c2ccccc21	-2.1%	0.0	-4.0%	0.6	-1.4%	2.2%	-3.2	-16.7	-5.0
O=c1[nH]c(CSc2ccccn2)nc2c1cnn2-c1ccccc1	-1.5%	18.3	0.0%	11.3	2.5%	1.0%	-6.7	-6.6	-1.7
NC(=S)Nc1ccc(Oc2ccc(NC(N)=S)cc2)cc1	1.6%	4.0	1.2%	1.4	-0.1%	-0.8%	-1.8	-11.0	-30.3*
CCC(C)NC(=O)CSc1nc2ccccc2c(=O)n1CCCN1CCCCC1 (configuration not stated)	-0.7%	-3.9	2.5%	-3.8	0.3%	6.5%	-4.1	-2.5	-6.7
Cc1ccc(Oc2ccc(S(=O)(=O)N3CCOCC3)cc2C(N)=O)cc1C	-0.3%	-10.7	-2.7%	3.6	-1.8%	-5.6%	15.4	-13.8	5.8

Rewritten as comma-separated lines: 2 of the compounds above
SMILES,Vif-APOBEC3G blk,D2 potentiator,Glioma ERSR ind,D1 agonist,RXFP1 ag,Vif-A3F inh,D1 potentiator,LDHA block,D1 antag
O=C(NC(Cc1ccccc1)C(=O)O)c1ccco1 (configuration not stated),0.2%,1.4,-2.5%,2.5,-1.1%,2.5%,0.1,2.6,-9.8
Cc1ccccc1NC(=O)Cn1cc(C(=O)c2ccco2)c2ccccc21,-2.1%,0.0,-4.0%,0.6,-1.4%,2.2%,-3.2,-16.7,-5.0

Next part
SMILES	Vif-APOBEC3G blk	D2 potentiator	Glioma ERSR ind	D1 agonist	RXFP1 ag	Vif-A3F inh	D1 potentiator	LDHA block	D1 antag
CC(C)c1ccc(OCC(=O)Nc2ccc3oc(=O)ccc3c2)cc1	0.1%	-5.2	-1.2%	7.8	1.8%	-7.5%	-3.8	-5.7&4.7	-20.3
CCCCCCCCNCCS(=O)(=O)NCc1ccccc1OC	-5.9%	.	-9.2%	.	.	-20.8%	.	2.2	.
Cc1ccc(C(=O)Nc2ccc(S(=O)(=O)N3CCOCC3)cc2)cc1	-8.2%	-4.0	-1.2%	5.1	-0.1%	9.7%	2.2	-4.9	-6.2
COc1cc(/C=C2\SC(=Nc3ccccc3)N(Cc3ccco3)C2=O)ccc1OC(C)C(=O)O (configuration not stated)	1.0%	14.1	?	1.7	1.0%	-14.4%	-4.5	-14.9	-12.7
O=C1C(=O)N(CCCc2ccccc2)c2ccccc21	-5.8%	7.8	-1.3%	1.1	-0.4%	-8.3%	-2.1	1.4	-17.5
CN1CCN(C(=O)c2cc3sc4ccccc4c3s2)CC1	0.3%	1.5	-8.2%	20.2	6.2%	10.8%	-13.2	0.4	-3.1
CCOc1ccccc1NC(=O)c1cc(C(=O)Nc2ccccc2OCC)cc(N2C(=O)CCC2=O)c1	-0.6%	-4.3	-6.0%	2.7	4.4%	-1.7%	-4.5	-2.2	0.4
O=C(COC(=O)CCc1nc2ccccc2c(=O)[nH]1)Nc1ccc(Cl)cn1	0.7%	2.4	2.7%	1.5	5.2%	-13.9%	0.7	-1.2	-7.7
CN1CCN(S(=O)(=O)c2ccc(NC(=O)c3csc4ccccc34)cc2)CC1	1.8%	-7.2	1.7%	2.5	1.3%	-0.5%	-12.1	-1.4	-44.7*
Cc1cc2oc(C(=O)Nc3cccc(-c4nc5ccccc5o4)c3)c(C)c2cc1C	1.2%	-2.3	-0.3%	53.9*	26.2%	-11.7%	-1.4	-2.2	-4.3
O=C(Nc1cnc2sccn2c1=O)c1ccc(Cl)cc1Cl	1.5%	-2.7	4.4%	3.6	17.2%	-5.7%	-12.1	-2.5	3.5
CCCCN(CCCC)C(=O)c1c[nH]c2ccc(S(=O)(=O)Nc3cccc(Cl)c3C)cc2c1=O	3.7%	14.6	-3.7%	1.2	2.8%	7.6%	-2.4	-1.9	0.2
CC(C)(O)C#Cc1ccc(C(=O)NCc2ccccc2)s1	1.4%	.	5.3%	.	.	-0.3%	.	-3.1	.
CC(C)CCn1c(=O)c2sccc2n2c(CCCC(=O)NC(C)c3ccccc3)nnc12 (configuration not stated)	5.3%	-5.4	-3.7%	1.0	18.1%	-1.4%	1.1	-0.9	-0.6
CCOC(=O)[C@@H]1[C@H]2COc3ccc(Br)cc3[C@@H]2N2C(=O)N(c3ccc(C(F)(F)F)cc3)C(=O)[C@]12C	-0.1%	8.9	-1.3%	8.1	-0.1%	3.2%	-6.4	0.4	-14.9
Cc1ccc(S(=O)(=O)n2nc(OC(=O)c3ccccc3C)cc2N)cc1	-1.0%	-6.9	-9.9%	11.4	0.2%	-6.1%	1.7	2.2	25.7
C#CCOCCOCCOCCNc1nc(N2CCN(C(=O)[C@H](C(C)C)n3cc(CCO)nn3)CC2)nc(N2CCN(C(=O)[C@H]([C@@H](C)CC)n3cc(CCCN=C(N)N)nn3)CC2)n1	-1.1%	0.0	-2.4%	3.2	0.2%	1.4%	-3.7	3.6	16.4
COc1ccc(/C=C2/C(=O)N(Cc3ccccc3)N=C2C)cc1	-8.3%	19.4	-6.8%	0.4	4.5%	-7.0%	0.1	2.9	6.9
Cc1ccc(C)c(N2CCN(C(=O)CCS(=O)(=O)c3ccc4c(c3)CC(=O)N4C)CC2)c1	-0.6%	1.3	-2.4%	4.8	-0.2%	-11.3%	3.0	5.7&1.4	7.6
Cc1cc(=O)n2[nH]c(NCc3ccc(F)cc3)nc2n1	-2.8%	11.2	-3.5%	1.6	-0.8%	-13.0%	0.4	-11.6	12.9
Cc1nn(Cc2ccccc2)c(C)c1NC(=O)c1cc(-c2ccco2)on1	-5.4%	-8.0	-3.1%	0.9	1.3%	-16.3%	-4.5	0.6	-18.8
Cc1cc(C)n(C(=O)CNC(=O)c2ccccc2F)n1	0.2%	5.5	-2.0%	0.6	-2.3%	-0.3%	-1.0	-1.5	6.7
COc1nc(N)nc(NC23CC4CC(CC(C4)C2)C3)n1	-2.6%	0.0	3.8%	-4.0	-0.1%	-6.7%	-5.2	-3.2	-14.1
COc1ccc(O)c(N)c1	.	43.2*	.	0.5	0.7%	.	3.4	.	5.8
CCCCCCn1c(CN2CCN(C)CC2)nc2c1c(=O)n(C)c(=O)n2C	1.0%	-0.4	-3.0%	0.9	2.5%	-0.4%	0.1	2.3&-1.5	-1.9
CC(=O)c1cccc(NC(=O)c2cc(C)nc3c2c(C)nn3-c2cccc(Cl)c2C)c1	-5.2%	-8.9	1.0%	3.0	1.1%	-22.3%	-5.8	0.0	-20.3
